mHTT CaM bind: inhibitors of human mutant huntingtin-calmodulin interaction | P42858 | AlphaScreen His-mHTT/GST-CaM binding, luminescence | inhibition, % at 15 µM | 3.6% of 190,000 active | AID 1671202;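 note: 0% = both proteins with DMSO and 100% = one protein alone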
Target sequence (P42858 whole entry, looked up, stated change not applied): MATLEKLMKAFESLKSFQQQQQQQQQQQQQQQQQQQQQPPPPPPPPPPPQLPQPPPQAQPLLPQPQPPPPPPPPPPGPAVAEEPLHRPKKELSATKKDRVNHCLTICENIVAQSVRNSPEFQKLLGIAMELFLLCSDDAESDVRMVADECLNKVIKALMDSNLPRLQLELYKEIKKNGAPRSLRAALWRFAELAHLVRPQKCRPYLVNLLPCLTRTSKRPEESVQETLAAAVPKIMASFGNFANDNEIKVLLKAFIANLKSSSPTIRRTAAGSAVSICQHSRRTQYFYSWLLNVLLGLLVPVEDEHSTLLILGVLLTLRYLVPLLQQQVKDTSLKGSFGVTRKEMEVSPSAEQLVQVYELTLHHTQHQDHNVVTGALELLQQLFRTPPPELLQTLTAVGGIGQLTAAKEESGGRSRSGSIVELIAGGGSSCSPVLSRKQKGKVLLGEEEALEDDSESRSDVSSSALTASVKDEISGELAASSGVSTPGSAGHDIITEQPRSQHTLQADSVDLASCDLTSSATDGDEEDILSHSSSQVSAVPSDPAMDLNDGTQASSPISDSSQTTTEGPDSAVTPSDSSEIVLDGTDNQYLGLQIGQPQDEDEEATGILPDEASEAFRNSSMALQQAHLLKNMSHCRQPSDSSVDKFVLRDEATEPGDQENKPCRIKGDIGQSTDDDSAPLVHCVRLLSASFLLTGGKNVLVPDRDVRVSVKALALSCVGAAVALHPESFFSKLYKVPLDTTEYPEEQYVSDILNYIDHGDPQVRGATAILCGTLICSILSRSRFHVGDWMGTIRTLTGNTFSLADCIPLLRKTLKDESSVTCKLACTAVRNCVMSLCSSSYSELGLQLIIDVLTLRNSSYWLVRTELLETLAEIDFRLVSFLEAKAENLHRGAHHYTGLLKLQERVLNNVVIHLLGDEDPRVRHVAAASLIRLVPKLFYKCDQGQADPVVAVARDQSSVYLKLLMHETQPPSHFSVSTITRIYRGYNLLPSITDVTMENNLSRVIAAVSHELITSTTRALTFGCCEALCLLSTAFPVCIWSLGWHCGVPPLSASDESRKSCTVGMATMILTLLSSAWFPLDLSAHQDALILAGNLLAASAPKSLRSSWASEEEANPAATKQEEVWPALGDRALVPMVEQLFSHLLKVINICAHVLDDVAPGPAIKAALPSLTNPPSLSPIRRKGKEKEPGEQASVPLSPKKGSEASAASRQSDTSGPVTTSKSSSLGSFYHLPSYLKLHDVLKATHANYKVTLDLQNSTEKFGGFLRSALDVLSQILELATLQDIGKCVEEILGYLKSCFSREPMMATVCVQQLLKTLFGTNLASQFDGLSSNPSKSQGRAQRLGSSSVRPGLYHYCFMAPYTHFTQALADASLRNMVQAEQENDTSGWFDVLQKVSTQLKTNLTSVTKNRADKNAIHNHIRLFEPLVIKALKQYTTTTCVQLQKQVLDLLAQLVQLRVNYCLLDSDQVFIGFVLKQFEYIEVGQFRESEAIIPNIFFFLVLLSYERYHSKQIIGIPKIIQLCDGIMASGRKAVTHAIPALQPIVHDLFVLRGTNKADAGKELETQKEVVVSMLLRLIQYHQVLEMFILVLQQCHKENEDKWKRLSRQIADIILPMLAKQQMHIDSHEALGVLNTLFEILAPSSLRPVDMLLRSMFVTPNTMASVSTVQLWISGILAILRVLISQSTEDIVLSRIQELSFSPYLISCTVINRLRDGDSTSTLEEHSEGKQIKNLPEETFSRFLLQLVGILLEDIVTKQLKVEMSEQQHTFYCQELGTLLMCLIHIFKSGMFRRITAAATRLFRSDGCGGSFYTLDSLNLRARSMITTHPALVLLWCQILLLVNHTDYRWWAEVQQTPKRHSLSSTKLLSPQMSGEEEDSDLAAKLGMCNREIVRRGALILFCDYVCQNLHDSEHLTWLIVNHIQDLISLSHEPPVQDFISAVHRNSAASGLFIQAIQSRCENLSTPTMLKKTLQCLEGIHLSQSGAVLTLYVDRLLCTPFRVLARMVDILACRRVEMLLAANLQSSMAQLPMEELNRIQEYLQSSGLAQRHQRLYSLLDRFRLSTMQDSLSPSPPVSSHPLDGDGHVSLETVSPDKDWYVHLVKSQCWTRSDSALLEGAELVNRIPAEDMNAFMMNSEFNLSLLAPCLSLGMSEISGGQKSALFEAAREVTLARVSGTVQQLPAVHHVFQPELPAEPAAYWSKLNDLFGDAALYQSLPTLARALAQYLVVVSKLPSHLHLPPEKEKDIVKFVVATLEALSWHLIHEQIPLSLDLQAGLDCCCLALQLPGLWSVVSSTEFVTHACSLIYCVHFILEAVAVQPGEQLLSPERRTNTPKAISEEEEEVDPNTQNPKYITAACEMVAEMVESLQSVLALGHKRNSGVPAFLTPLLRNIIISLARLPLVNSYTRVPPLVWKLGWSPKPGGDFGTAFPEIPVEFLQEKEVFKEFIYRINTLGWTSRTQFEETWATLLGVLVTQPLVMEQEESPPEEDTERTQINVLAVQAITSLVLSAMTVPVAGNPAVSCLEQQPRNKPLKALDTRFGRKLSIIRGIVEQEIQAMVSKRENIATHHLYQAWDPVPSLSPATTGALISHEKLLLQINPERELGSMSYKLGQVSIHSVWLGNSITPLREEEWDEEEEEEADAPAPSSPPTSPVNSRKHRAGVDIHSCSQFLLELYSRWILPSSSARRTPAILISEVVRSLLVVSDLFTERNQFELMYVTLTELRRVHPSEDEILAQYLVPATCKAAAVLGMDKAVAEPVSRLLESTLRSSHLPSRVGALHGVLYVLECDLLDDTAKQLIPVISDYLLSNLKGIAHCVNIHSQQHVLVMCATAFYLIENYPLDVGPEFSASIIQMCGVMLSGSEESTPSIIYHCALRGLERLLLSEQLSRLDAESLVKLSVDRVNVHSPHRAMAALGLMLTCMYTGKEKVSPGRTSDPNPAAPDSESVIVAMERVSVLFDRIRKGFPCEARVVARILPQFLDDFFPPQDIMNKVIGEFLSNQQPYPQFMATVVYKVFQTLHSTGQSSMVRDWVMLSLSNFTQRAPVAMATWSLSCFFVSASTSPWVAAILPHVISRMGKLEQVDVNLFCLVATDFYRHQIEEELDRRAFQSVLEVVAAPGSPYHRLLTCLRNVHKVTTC
Pf apPOL block: Pf-apPOL DNA polymerase inhibition; Recombinant Pf-apPOL, molecular beacon fluorescence, 1.5 h; inhibition, % at 10 µM; 0.25% of 210,000 active; AID 1794808
Starred values were filed as active, the others as inactive; . = no result given; & = joins results of further samples. Cut-off read from the data, not from the text of the source: active = inhibition above about 50%; inactive = the rest.

Values run as follows: mHTT CaM bind	Pf apPOL block
1. COc1cc(NC(=O)CN2C(=O)C(C)N=C(c3ccccc3)c3ccccc32)cc(OC)c1 (configuration not stated)
  35	-8
2. CCN(CC)C(=O)c1ccc2c(c1)C1C=CCC1C(c1ccc([N+](=O)[O-])cc1)N2 (configuration not stated)
  70*	-2
3. CSc1nc2ccccc2c(=O)n1-c1ccccc1
  -13	-1
4. c1ccc(CN2CCN(c3ccccc3)CC2)cc1
  3	0
5. CCCSc1nc2ccccc2c(=O)n1-c1ccccc1
  -9	-4
6. O=C(COc1ccc(Cl)cc1Cl)NO
  -5	-4
7. NC(N)=NC(N)=N[n+]1cn[nH]c1
  -4	.
8. O=C(NC1(C(F)(F)F)Oc2ccc(Cl)cc2O1)N1CCC2(CC1)OCCO2 (configuration not stated)
  2	1
9. O=c1cccc2n1CC1CC2CN(C(=S)NC2Cc3ccccc3C2)C1 (configuration not stated)
  -1	4
10. O=C(COc1ccccc1)N1CCN(Cc2ccccn2)CC1
  1	-2
11. CCOc1ccccc1CNC(=O)c1nc(C)n(C2CCN(C)CC2)c1C
  11	2
12. O=C(Cc1ccccc1)N1CCN(Cc2ccncc2)CC1
  4	1
13. CN(C)C(=O)Oc1ccc2c(c1)OC(=Cc1ccc(Br)cc1)C2=O
  3	-9
14. CCOc1ccc(C=C2CC3C4CCC5CCCCC5(C)C4CCC3(C)C2=O)cc1 (configuration not stated)
  -8	3
15. COc1ccc(CN2CCN(c3ccccc3C)CC2)cc1
  -8	3
16. CCN1CCN(Cc2cc(Br)cs2)CC1
  3	2
17. Cc1ccc(-n2c(/C=C/c3ccc(O)c(O)c3)nc3ccccc3c2=O)cc1
  47	-4
18. CC[C@@H](CO)NC(=O)[C@@H]1C=C2c3cccc4[nH]cc(c34)C[C@H]2N(C)C1
  .	6
19. N#CC(C#N)=Cc1csc([N+](=O)[O-])c1
  .	-9
20. CC12CCCCC1CCC1C2CCC2(C)C(O)C(=Cc3ccccc3F)CC12 (configuration not stated)
  2	-4
21. CN(C)c1cccc(CN2CCN(c3ccccc3)CC2)c1
  38	-1
22. CCOc1ccccc1N1CCN(Cc2ccc(F)c(F)c2)CC1
  -5	3
23. OCCN1CCN(Cc2ccccc2)CC1
  -3	0
24. Cc1nnc(SCc2nc3ccccc3c(=O)n2-c2ccccc2Cl)s1
  -1	0
25. O=C1NC(=O)C(CCc2ccncc2)(Cc2ccc3c(c2)OCO3)C(=O)N1
  -5	0
26. Cc1ccc(S(=O)(=O)NC(Cc2cnc[nH]2)C(=O)O)cc1 (configuration not stated)
  0	-1
27. Fc1ccc(CN2CCN(c3ccccc3)CC2)cc1
  6	-4
28. COc1ccc2c(c1)C1(CCN(C(=O)c3ccc(F)cc3)C1)C(=O)N2C (configuration not stated)
  -5	-3
29. CCCNC(=O)Cn1cnc2sc(C(=O)N3CCC4(CC3)OCCO4)c(C)c2c1=O
  -4	-4
30. CCOC(=O)[C@]12Cc3ccsc3[C@H]1N(Cc1ccccc1)C(=O)c1ccccc12
  -12	-1

Random excerpt: 5 records from the list.
Values run as follows: mHTT CaM bind	Pf apPOL block
12. O=C(Cc1ccccc1)N1CCN(Cc2ccncc2)CC1
  4	1
14. CCOc1ccc(C=C2CC3C4CCC5CCCCC5(C)C4CCC3(C)C2=O)cc1 (configuration not stated)
  -8	3
5. CCCSc1nc2ccccc2c(=O)n1-c1ccccc1
  -9	-4
27. Fc1ccc(CN2CCN(c3ccccc3)CC2)cc1
  6	-4
2. CCN(CC)C(=O)c1ccc2c(c1)C1C=CCC1C(c1ccc([N+](=O)[O-])cc1)N2 (configuration not stated)
  70*	-2

Five structures from above, arranged by length of the SMILES, lowest first.
Values run as follows: mHTT CaM bind	Pf apPOL block
16. CCN1CCN(Cc2cc(Br)cs2)CC1
  3	2
27. Fc1ccc(CN2CCN(c3ccccc3)CC2)cc1
  6	-4
8. O=C(NC1(C(F)(F)F)Oc2ccc(Cl)cc2O1)N1CCC2(CC1)OCCO2 (configuration not stated)
  2	1
29. CCCNC(=O)Cn1cnc2sc(C(=O)N3CCC4(CC3)OCCO4)c(C)c2c1=O
  -4	-4
1. COc1cc(NC(=O)CN2C(=O)C(C)N=C(c3ccccc3)c3ccccc32)cc(OC)c1 (configuration not stated)
  35	-8

(cont.)
Values run as follows: mHTT CaM bind	Pf apPOL block
31. CC(C)c1ccc(C=C2CC3C4CCC5CC(O)CCC5(C)C4CCC3(C)C2=O)cc1 (configuration not stated)
  10	4
32. Cc1oc2cc(OC(=O)N(C)C)ccc2c(=O)c1-c1ccc(Br)cc1
  3	-5
33. COc1ccc2c(c1)C1(CCN(S(C)(=O)=O)C1)C(=O)N2C (configuration not stated)
  -6	-3
34. CCN1C(=O)NC(=O)/C(=C/c2cn(CCOc3ccccc3)c3ccccc23)C1=O
  44	-10
35. O=C(c1ccncc1)N1CC2CC(C1)c1cccc(=O)n1C2 (configuration not stated)
  -9	2
36. CC12CCC3C(CCC4CC(O)CCC43C)C1CC(=Cc1ccc(C(F)(F)F)cc1)C2=O (configuration not stated)
  2	-1
37. COc1cccc(CN2CCN(c3ccccc3Cl)CC2)c1
  -14	-23
38. CN1CCc2[nH]c(=S)c(C#N)cc2C1
  23	.
39. CC1N=C(c2ccccc2)c2ccccc2N(CC(=O)Nc2ccccc2C(F)(F)F)C1=O (configuration not stated)
  5	-13
40. O=[N+]([O-])c1ccc(N2CCN(Cc3cccc(Br)c3)CC2)cc1
  30	-7
41. O=[N+]([O-])c1ccc(N2CCN(Cc3ccc(Cl)cc3)CC2)cc1
  27	-7
42. O=[N+]([O-])c1cn(Cn2cc([N+](=O)[O-])nc2Cl)c(Cl)n1
  -3	.
43. CCOP(=S)(OCC)N1CCOCCOCCOCCOCC1
  2	-4
44. COc1ccc2c(c1)c(CCN)c(C)n2Cc1ccccc1
  36	-13
45. COc1ccc(S(=O)(=O)NC(CC(=O)N2CCC3(CC2)OCCO3)c2ccco2)cc1 (configuration not stated)
  -3	3
46. Cc1cccc(/C=C/c2nc3ccccc3c(=O)n2-c2cccc(O)c2)c1
  25	-12
47. CCc1cc2c(=O)c(-c3ccc4c(c3)OCCO4)c(C)oc2cc1OC(=O)N(C)C
  0	3
48. CN1CCN(c2ccc([N+](=O)[O-])c(N3CCCCC3)c2)CC1
  22	1
49. Cc1cccc(NC2=NCC(C)(C)S2)c1
  .	2
50. O=[N+]([O-])c1ccc(O)c(CN2CCN(Cc3ccccc3)CC2)c1
  5	0
51. COc1ccc(CN2CCN(Cc3ccccc3C)CC2)cc1
  8	-4
52. OC1CN2CCC1C(c1ccccc1)C2 (configuration not stated)
  -3	-1
53. COCCN1CCC(N2CCCN(C(=O)COc3ccc(C)cc3)CC2)C1=O (configuration not stated)
  10	9
54. CCOc1ccc(NC(=O)CN2C(=O)C(C)N=C(c3ccccc3)c3ccccc32)cc1 (configuration not stated)
  19	-12
55. CCC1(c2ccccc2)C(=O)NC(=O)N(C(=O)c2ccccc2Cl)C1=O (configuration not stated)
  8	-1
56. COc1cccc(N2C(=O)NC(=O)/C(=C\c3ccc([N+](=O)[O-])s3)C2=O)c1
  18	-7
57. CN1CCN(Cc2cc3c(cc2[N+](=O)[O-])OCO3)CC1
  -6	-10
58. COc1ccccc1C1(CCNCc2ccc(N(C)C)cc2)CCOC(C)(C)C1 (configuration not stated)
  47	-1
59. CCCN1CCC(NC2C3CC4CC(C3)CC2C4)CC1 (configuration not stated)
  2	0
60. COc1ccc2c(c1)C1(CCN(S(=O)(=O)c3cccs3)C1)C(=O)N2C (configuration not stated)
  5	-7
61. CC1CN(c2ccc([N+](=O)[O-])c(NCCO)c2)CCN1 (configuration not stated)
  -2	2
62. CN1CCN(Cc2cccc(Cl)c2Cl)CC1
  1	-6
63. CP(=O)(O)C1=CCNCC1
  .	2
64. COc1cc(CN2CCN(c3cccc(C)c3C)CC2)ccc1O
  -3	-3
65. NC(N)=NOCCC(N)C(=O)O (configuration not stated)
  .	0&-9
66. CSc1nc(OC(=O)N(C)C)cc(-c2ccccc2)n1
  .	-35
67. COc1cccc(-n2c(/C=C/c3ccc(O)c(O)c3)nc3ccccc3c2=O)c1
  70*	-4
68. CN(C)C(=O)Oc1ccc([N+](=O)[O-])cc1
  0	-6
69. Cc1ccc2c(c1)C1(CCN(CCc3nc(-c4ccccc4)oc3C)CC1)OC(=O)N2
  .	2
70. COc1ccc(CC(C)NCc2ccccc2Cl)cc1 (configuration not stated)
  -7	-1
71. O=C(C1c2ccccc2C(=O)N2CCc3ccccc3C12)N1CCC2(CC1)OCCO2 (configuration not stated)
  -4	5
72. N=C1c2ccccc2CN1CC(=O)c1ccc(Cl)cc1
  3	-3
73. COc1cc(C2C3C(=NN2C(C)=O)C2CCN3CC2)cc(OC)c1OC (configuration not stated)
  -3	-10
74. CN(CCc1ccccc1)Cc1cccc(O)c1
  2	-4
75. Clc1ccc(CN2CCN(c3ccccc3)CC2)c(Cl)c1
  26	-3
76. CN1CCN(c2ncc(C#N)c(N)n2)CC1
  .	-6
77. O=C1CC(C(=O)N2CCC3(CC2)OCCO3)CN1CCc1ccccc1 (configuration not stated)
  0	-20
78. CC(C)(NO)C(=O)c1ccc(F)cc1
  9	-10
79. CCCN1CCN(C(=O)Cc2c[nH]c3ncccc23)CC1
  -7	2
80. Nc1ccc(CCN2CCN(c3cccc(C(F)(F)F)c3)CC2)cc1
  .	13
81. CCOC(=O)[C@]12Cc3cc4ccccc4cc3[C@H]1N(Cc1ccccc1)C(=O)c1cc(OC)ccc12
  1	-6
82. CC1=CC(=C2C(=O)NC(=O)NC2=O)C=C(C(F)(F)F)N1CCO
  0	-5
83. CCN(CC)C(=O)c1ccc(NC(=O)c2ccc([N+](=O)[O-])cc2)cc1
  1	2
84. O=c1c2ccccc2nc(-c2ccc(-c3ccccc3)cc2)n1-c1ccncc1
  7	-1
85. CCC(=O)N1N=C2C3CCN(CC3)C2C1c1cccc(OC)c1OC (configuration not stated)
  -4	-8
86. Cc1oc2cc(OC(=O)N(C)C)ccc2c(=O)c1-c1ccccc1
  2	1
87. CCc1ccccc1N1C(=O)CC(=O)NC1=O
  2	-5
88. O=c1c2ccccc2nc(/C=C/c2ccc(O)cc2)n1-c1cccc([N+](=O)[O-])c1
  2	1
89. CCC1(C2=NCCN2)Cc2ccccc2O1 (configuration not stated)
  .	11
90. OCCN1CCN(Cc2ccc(Cl)cc2Cl)CC1
  -6	-3

(cont.)
Values run as follows: mHTT CaM bind	Pf apPOL block
91. COc1ccc(CN2CCN(c3cccc(C)c3C)CC2)cc1C
  12	-5
92. N#Cc1nonc1-c1nn[nH]n1
  -1	.
93. CCCN1CC[C@@H]2c3cc(O)ccc3CC[C@@H]21
  .	-9
94. CCOc1ccccc1CN1CCN(c2ccccc2)CC1
  4	-5
95. CCn1cc(C(=O)NCc2cccc(Br)c2)c2cccnc21
  58*	-19
96. O=[N+]([O-])c1ccc(N2CCN(Cc3ccc(Cl)c(Cl)c3)CC2)cc1
  41	-14
97. Clc1ccccc1C1CC(c2cccnc2)Nc2ncnn21 (configuration not stated)
  -7	-1
98. COCCN1CCC(N2CCCN(C(=O)COc3ccc(F)cc3)CC2)C1=O (configuration not stated)
  19	1
99. CCC1(CC(=O)c2ccccc2)C(=O)NC(=O)NC1=O
  -5	-1
100. COc1ccc(OC)c(CN2CCN(c3ccccc3C)CC2)c1
  14	1
101. COC1=CC(=O)OC(C=Cc2ccccc2)C1 (configuration not stated)
  .	-2
102. COc1ccccc1CCNC1C2CC3CC(C2)CC1C3 (configuration not stated)
  -4	-1
103. O=C(Cc1ccccc1)N1CCN(Cc2ccccc2[N+](=O)[O-])CC1
  -1	-6
104. COc1ccc(CCN(C)Cc2ccccc2C)cc1OC
  -5	-2
105. CCN1CCN(Cc2c(F)cccc2F)CC1
  -1	-3
106. C#CC1(O)CCC2C3CC=C4CC(OC(C)=O)CCC4(C)C3CCC21C (configuration not stated)
  7	.
107. S=C(NC1CCCCC1)N1CCCCC1c1cccnc1 (configuration not stated)
  -6	-4
108. ClCc1ccncc1
  -2	.
109. O=C(O)Cn1cc(/C=C2\C(=O)NC(=O)N(c3ccc(Br)cc3)C2=O)c2ccccc21
  6	-2
110. Cc1cccc(CN2CCN(c3ccccc3Cl)CC2)c1
  -13	-5
111. CCC1(c2ccc(N)cc2)CCC(=O)NC1=O (configuration not stated)
  .	4
112. Cc1ccc(CC2C(=O)N(C)C(=O)N(C)C2=O)s1
  7	-6
113. CCCn1cc(C(=O)NCc2cccs2)c2cccnc21
  -4	-6
114. Cc1ccc(CC(=O)N2CCCN(Cc3c(C)noc3C)CC2)cc1
  -1	1
115. O=C(O)C1C2CCC(O2)C1C(=O)N1CCN(C/C=C/c2ccccc2)CC1 (configuration not stated)
  -2	-15
116. O=C(Cc1ccc(Cl)cc1)N1CCCN(C2CCN(CC3CC3)C2=O)CC1 (configuration not stated)
  18	-2
117. O=C(CN1C(=O)c2ccccc2C1=O)Nc1ccc(Cl)cc1C(=O)c1ccccc1Cl
  11	27
118. Cn1cc(C(=O)NCc2ccccn2)c2cccnc21
  -1	-9
119. N#Cc1c(N=Cc2ccc(O)cc2O)sc2c1C1CCN2CC1
  15	1
120. O=[N+]([O-])c1ccc(C(Cl)Cl)o1
  0	30
121. C=C(C)Cc1c(C)nc(SCC(=O)C(C)(C)C)nc1OC(=O)N(C)C
  .	-6
122. Cc1nn(C)c2c1C(c1ccc(I)cc1)SCC(=O)N2 (configuration not stated)
  13	-3
123. CN(C)C(=C(Cl)Cl)/C(=C1\NCCN1Cc1ccc(Cl)nc1)[N+](=O)[O-]
  0	-65
124. COCCNC(=O)N1CCC2(C1)C(=O)N(C)c1ccc(OC)cc12 (configuration not stated)
  6	-4
125. CCC(=O)N1N=C2C3CCN(CC3)C2C1c1ccccc1 (configuration not stated)
  -1	-3
126. CC12NC(Cc3ccccc31)c1ccccc12 (configuration not stated)
  .	15
127. CCCS(=O)(=O)N1CCC2(C1)C(=O)Nc1ccc(OC)cc12 (configuration not stated)
  7	0
128. CCN1CCN(Cc2cc(C)ccc2C)CC1
  0	-9
129. COc1cc(/C=C(\C)[N+](=O)[O-])cc(Br)c1O
  23	-1

Gathered by group, those above with a furan ring, fused or not
Values run as follows: mHTT CaM bind	Pf apPOL block
45. COc1ccc(S(=O)(=O)NC(CC(=O)N2CCC3(CC2)OCCO3)c2ccco2)cc1 (configuration not stated)
  -3	3
120. O=[N+]([O-])c1ccc(C(Cl)Cl)o1
  0	30

From PubChem

An excerpt; rates above refer to the full screens.
